# Screening results: PubChem BioAssay, National Center for Advancing Translational Sciences (NCATS)
# KB-3-1 cytotox: kills parental KB-3-1 adenocarcinoma cells; AID 1347075; 400,000 compounds, 1.4% hits; KB-3-1 viability, CellTiter-Glo ATP luminescence, 72 h; Potency, µM (highest dose often 46.1 µM), without a hit: at the highest dose activity change, negative = cytotoxic, usual class: cytotoxic; note: potency is the fitted concentration of half-maximal effect; % is set by controls: 0 for no effect and ±100 for the full control effect; nearly all actives have a fitted effect of over 60% in size
#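 Screening of KB-3-1 cells (DMEM, 10% FBS, phenol-red free) ran from lowest to highest compound concentration; after 72 h at 37 °C viability was read luminescently and curves fitted.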
# S2 tox: reduces viability in counter-screen for ATXN expression inhibitors; S2 cells (HEK-293 line with an ATXN2-luciferase reporter) viability, CellTiter-Fluor protease fluorescence, 24 h; Potency, µM (titrated, usually from 56.7 µM), hits mostly cytotoxic; 400,000 compounds, 0.49% hits; note: potency is the fitted concentration of half-maximal effect; nearly all actives have a fitted effect of over 40% in size
# ATXN2 expr inh: reduces ATXN2 reporter expression in HEK-293 cells; 360,000 compounds, 0.72% hits; Potency, µM (titrated, usually from 57 µM), inactives show at the highest dose activity change, negative = inhibition, usual class: inhibitors; HEK-293 ATXN2-luciferase reporter, luminescence, 24 h; note: potency is the fitted concentration of half-maximal effect; % is set by controls: 0 for no effect and ±100 for the full control effect; nearly all actives have a fitted effect of over 55% in size
#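 ATXN2-luciferase reporter cells (luciferase flanked by upstream and downstream ATXN2 gene portions) were treated 24 h at 37 °C with compounds at up to 57 uM. SteadyGlo luminescence gave expression; GF-AFC fluorescence gave viability.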
# KB-V1 MDR tox: kills drug-selected multidrug resistant KB-V1 cells. KB-V1 MDR cells viability, CellTiter-Glo, 72 h. Potency, µM (titrated, usually from 46.1 µM), inactives show top-dose activity change, negative = cytotoxicity, most hits filed as cytotoxic. 400,000 compounds, 3.4% hits. AID 1347076; note: potency is the fitted concentration of half-maximal effect; % is set by controls: 0 for no effect and ±100 for the full control effect; nearly all actives have a fitted effect of over 60% in size
#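 Cells of the MDR subline KB-V1 are plated, dosed with compound at multiple concentrations, and incubated 72 h at 37 degrees C; CellTiter-Glo is then added and luminescence read after 10 min.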
# HT1080 IDH1KD tx: kills HT-1080 cells with IDH1 knockdown | 360,000 compounds, 2% hits | Potency, µM (top dose mostly 46.1 µM), without a hit: at the top dose activity, negative = toxicity, actives largely listed as cytotoxic | HT-1080 IDH1 knockdown viability, ATP luminescence, 48 h;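 note: potency is the fitted concentration of half-maximal effect; 0% = DMSO wells and -100% = cell-free medium wells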
#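 Assay cells: HT-1080 with IDH1 knockdown, 750 per well, RPMI/5% FBS. Exposure: 48 h at 37 °C following 2 h pre-incubation. Read: CellTiter-Glo luminescence; fitted concentration-response, curve class assigned.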
# SW480 rereplic: DNA re-replication induction in SW480 cells; SW480 DNA re-replication, Hoechst DNA content imaging, 48 h; Potency, µM (series often up to 46.1 µM), for the others: at the highest dose re-replication activation, actives largely listed as activators; 340,000 compounds, 1.8% hits; AID 624297; note: potency is the fitted concentration of half-maximal effect; % of control where 0% means no effect; nearly all actives have a fitted effect of over 55% in size
#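 Per well, 250 cells were exposed to pinned compound for 48 hr. Nuclear DNA was visualised with Hoechst (40 min, 37 C) and total object intensity recorded by fluorescence scanning.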
# HT1080-NT tox: kills 2HG-producing HT-1080-NT fibrosarcoma cells. HT-1080-NT fibrosarcoma viability, CellTiter-Glo ATP luminescence, 48 h. 360,000 compounds, 1.6% hits. AID 686970. Potency, µM (top dose mostly 46.1 µM), for the others: top-dose activity, negative = less viability, hits mostly cytotoxic;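 note: NT is the 2HG producing partner of a matched IDH1 knockdown line; potency is the fitted concentration of half-maximal effect; 0% = DMSO-treated cells and -100% = media-only wells without cells; nearly all actives have a fitted effect of over 55% in size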
#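 750 cells/well, RPMI + 5% FBS; 2 h settle, compound pin-transfer, 48 h at 37 degrees C. CellTiter-Glo 10 min RT, luminescence. Normalized to DMSO and media-only wells.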
# MCF10A rereplic: induces DNA re-replication in MCF 10a normal breast cells; MCF 10A DNA re-replication, Hoechst nuclear intensity, 48 h; Potency, µM (titrated, usually from 46.1 µM), without a hit: at the highest dose activity, positive = re-replication, most hits filed as activators; 350,000 compounds, 2.9% hits; note: potency is the fitted concentration of half-maximal effect; % of control where 0% means no effect; nearly all actives have a fitted effect of over 50% in size
# IL-1B inflam inh: inhibitors of inflammasome signaling (IL-1 beta secretion). THP-1 LPS/ATP IL-1B secretion, AlphaLISA, 16 h; active compounds read low. activity change, % at 57.5 µM. 360,000 compounds, 4.7% hits. AID 743279; in the data active = activity change below about -50%; inconclusive = mostly about -30% to -49%; note: % is set by controls: 0 for no effect and ±100 for the full control effect
#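 THP-1 cells pretreated 1 hr with compounds (up to 57.5 uM final), then stimulated with LPS (250 ng/mL final) plus ATP (1.25 mM final); secreted IL-1B measured by AlphaLISA after 16 hr, decreased signal indicating inhibition.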
# Numbers without * were called inactive; i = inactive; ? = inconclusive; / = not tested or not shown; [ ] = another dose, or the depositor's remark. Unless noted, calls come from the whole dose curve; as a rule, active = well fitted curve in the direction sought with a large enough effect; inconclusive = small, poorly fitted or top-dose-only effect, or another doubt; inactive = no such curve, though single readings can be large; an effect the other way counts as inactive or inconclusive.
item	Molecule	KB-3-1 cytotox	S2 tox	ATXN2 expr inh	KB-V1 MDR tox	HT1080 IDH1KD tx	SW480 rereplic	HT1080-NT tox	MCF10A rereplic	IL-1B inflam inh
1	Cc1ccc(C(C(=O)NC(C)(C)C)N(Cc2cccnc2)C(=O)C(=O)NC2CCCCC2)o1 (stereo unspecified)	-13%	i	4%	?	13%	13%	23%	1%	31
2	COc1ccc(NC(C)C(=O)N/N=C/c2ccccc2OCc2cccc(Br)c2)cc1 (stereo unspecified)	23µM*	?	-6%	?	-18%	?	-27%	?	-64*
3	COc1cccc(-c2cnc3c(NC=O)cc(-c4ccccc4Oc4ccccc4)cn23)c1	?	i	-23%	21µM*	?	/	?	/	11
4	O=C(Nc1ccccc1N1CCOCC1)c1ccc(N2CCCC2=O)cc1	7%	i	10%	-5%	12%	-6%	6%	-5%	-3
5	CCN(C(=O)COC(=O)C12CC3CC(CC(NC(C)=O)(C3)C1)C2)C1CCCCC1	-2%	i	15%	-28%	10%	-8%	8%	5%	15
6	Cc1cccc(C(=O)NC(=S)N2CCN(C)CC2)c1	5%	i	8%	17%	10µM*	16%	13µM*	1%	2
7	COc1cc2c(cc1OC)CN(CC(=O)Nc1ccc(S(=O)(=O)N(C)C)cc1)CC2	2%	i	-8%	?	-8%	-14%	-1%	2%	-4
8	COc1ccccc1N1CCN(C(=O)C(=O)c2cn(CC(=O)N3CCOCC3)c3ccccc23)CC1	0%	i	-8%	0%	8%	?	4%	4%	1
9	COc1ccc(Cl)cc1NC(=O)CN(C)C(=O)c1cc(-c2cccs2)nn1-c1ccccc1	21µM*	i	-21%	?	-30%	-81%[inhibitor]	?	15%	-6
10	Cc1ccc(S(=O)(=O)C(C#N)c2nc3ccccc3nc2N2CCCC2)cc1 (stereo unspecified)	-13%	i	-12%	18µM*	0%	7%	-3%	?	7
11	CN(CCCN1CCCCC1)C(=O)CCc1nnc(C2CCCCC2)o1	8%	i	-12%	18%	8%	0%	-1%	12%	2
12	O=C(NCc1ccncc1)Nc1ccccc1F	2%	i	/	0%	2%	-79%[inhibitor]	8%	0%	16

item	Molecule	KB-3-1 cytotox	S2 tox	ATXN2 expr inh	KB-V1 MDR tox	HT1080 IDH1KD tx	SW480 rereplic	HT1080-NT tox	MCF10A rereplic	IL-1B inflam inh
13	Cc1cc(C)n(Cc2ccc(C(=O)NCc3ccco3)o2)n1	18%	i	-11%	-5%	11%	-5%	19%	-3%	-6
14	O=C(NCCOc1ccccc1)C(c1ccccc1)c1ccccc1	0%	i	/	-1%	0%	-8%	-18%	?	-4
15	Cc1nonc1OC(C)CNc1ccc([N+](=O)[O-])cc1 (stereo unspecified)	?	i	?	?	-4%	-13%	2%	4%	-11
16	CCOC(=O)[C@H]1[C@H]2COc3cc(OC)ccc3[C@@H]2N2C(=O)CN(Cc3ccc(C)cc3)C(=O)[C@@]12C	1%	i	11%	0%	5%	-6%	0%	?	-27
17	COc1cc2nc(SCc3cccc(Cl)c3)n3nc(CCn4nc(C)cc4C)nc3c2cc1OC	22%	i	3%	0%	/	/	/	/	/
18	COc1ccc(OC2CCN(C(=O)Nc3ccc(C)cc3)CC2)cc1	-5%	i	-6%	-11%	3%	-6%	-2%	15%	-9
19	Cc1ccccc1CN1CCN(C(=O)c2cccc3ccccc23)CC1	-20%	i	-10%	-4%	9%	23%	7%	-1%	?
20	O=C(CSc1ncc(S(=O)(=O)c2ccccc2)c(=O)[nH]1)Nc1ccccc1Cl	12%	?	0%	13%	5%	-8%	?	6%	3
21	Cc1c(Cl)cccc1N1C(=O)CC(N(O)c2ccccc2)C1=O (stereo unspecified)	19%	i	11%	0%	0%	-3%	-5%	6%	?
22	O=C(N/N=C/c1ccc(Br)cc1)c1cc[n+]([O-])cc1	-5%	i	-5%	20%	-6%	4%	-7%	-2%	14
23	CCc1ccc(NC(=S)NC(=O)CC(C)C)cc1	2%	?	42%[activator]	8%	14%	10%	22%	2%	22
24	COc1ccc(N2CCN(Cc3nc4ccccc4c(=O)[nH]3)CC2)cc1	-1%	i	16%	8%	2%	-5%	10%	2%	2

item	Molecule	KB-3-1 cytotox	S2 tox	ATXN2 expr inh	KB-V1 MDR tox	HT1080 IDH1KD tx	SW480 rereplic	HT1080-NT tox	MCF10A rereplic	IL-1B inflam inh
25	COCOCCn1cc(CN2CCS(=O)(=O)N(Cc3ccc(-c4ccc(Cl)c(Cl)c4)cc3)C(C)C2=O)nn1 (stereo unspecified)	15µM*	/	28µM*	?	?	/	23µM*	/	-16
26	CC(=O)Nc1nc(C)cs1	-1%	i	-5%[2.22 µM]	?	6%	-20%[1.84 µM]	17%	-27%	23
27	Cc1ccccc1-n1nc(C)c2cc(C(=O)N3CCOCC3)sc21	1%	i	16%	-14%	-11%	-5%	8%	-12%	-4
28	COc1ccc(CN2CC(C(=O)NCC3CCCO3)CC2=O)cc1 (stereo unspecified)	-4%	i	3%	0%	2%	0%	1%	-20%	16
29	O=C(CCC(=O)N1CCN(c2cccc(Cl)c2)CC1)N1CCN(c2ccccc2)CC1	-29%	i	?	-1%	-18%	2%	-3%	0%	-18
30	Cc1ccc(NC(=S)Nc2nc(CC(=O)Nc3ccccc3)cs2)cc1	-21%	?	1%	3%	7.9µM*	?	7.1µM*	?	17
31	CC(C)c1cc(C(=O)O)c2cnn(C(C)C)c2n1	-7%	i	-10%	8%	-5%	?	0%	?	20
32	COc1cc(C)c(C2NC(=O)c3ccccc3N2)cc1C (stereo unspecified)	2.6µM*	?	-6%	?	?	7.3µM*	5.8µM*	7.3µM*	8
33	COc1ccc(C(=O)/C=C/C(=O)N(CC(=O)NCCC(C)C)Cc2cccs2)c(O)c1	-24%	/	/	10µM*	-16%	?	-2%	-2%	-88*
34	CC(=O)c1ccc(NC(=O)C2CCN(S(=O)(=O)c3cccc4nonc34)CC2)cc1	-1%	i	2%	16%	0%	-4%	-2%	-31%[inhibitor]	5
35	O=C(/C=C/c1ccccc1)N/C(=C/c1ccccc1)C(=O)N1CCOCC1	?	?	2%	4%	-7%	3%	5%	1%	8
36	COCCNC(=O)CSc1nc(N)c(NC(=O)c2ccco2)c(=O)[nH]1	3%	i	/	-4%	3%	/	1%	/	1

item	Molecule	KB-3-1 cytotox	S2 tox	ATXN2 expr inh	KB-V1 MDR tox	HT1080 IDH1KD tx	SW480 rereplic	HT1080-NT tox	MCF10A rereplic	IL-1B inflam inh
37	Cc1ccc(C(C(=O)NC2CCCC2)N(C(=O)Cc2cccs2)c2cccc(C)c2C)o1 (stereo unspecified)	15%	i	-6%	-19%	-24%	?	-6%	?	10
38	Cc1ccc(C)c(N2CCN(C(=O)C3CCCN(S(=O)(=O)c4cnc[nH]4)C3)CC2)c1 (stereo unspecified)	4%	i	-2%	7%	-3%	2%	0%	4%	-13
39	CCN(Cc1nc2ccccc2c(=O)[nH]1)C(=O)c1cc2c(s1)CCCCC2	0%	i	-14%	?	2%	3%	3%	?	43
40	O=C(Cc1cccc(NC(=O)C2CCCN(C(=O)C3CCCCC3)C2)c1)Nc1ccc(C(=O)N2CCOCC2)cc1 (stereo unspecified)	0%	i	6%	5%	7%	?	10%	8%	-20
41	Cc1nnc(SCCC(=O)Nc2nc(-c3ccccc3)ns2)s1	-12%	/	/	-15%	-3%	-12%	1%	25%	14
42	COc1ccc(NC(=S)N(CCC(C)C)C2CCN(C(C)=O)CC2)cc1	12%	i	-7%	8%	6%	-25%	1%	0%	0
43	Cc1cc(Br)cn2c(Cc3cccc(Cl)c3)c(-c3ccco3)nc12	?	?	-3%	0%	?	/	?	/	-2

# Laid out differently: entries from further up.
# Every second line gives: KB-3-1 cytotox | S2 tox | ATXN2 expr inh | KB-V1 MDR tox | HT1080 IDH1KD tx | SW480 rereplic | HT1080-NT tox | MCF10A rereplic | IL-1B inflam inh
36. COCCNC(=O)CSc1nc(N)c(NC(=O)c2ccco2)c(=O)[nH]1
→ 3% | i | / | -4% | 3% | / | 1% | / | 1
37. Cc1ccc(C(C(=O)NC2CCCC2)N(C(=O)Cc2cccs2)c2cccc(C)c2C)o1 (stereo unspecified)
→ 15% | i | -6% | -19% | -24% | ? | -6% | ? | 10
38. Cc1ccc(C)c(N2CCN(C(=O)C3CCCN(S(=O)(=O)c4cnc[nH]4)C3)CC2)c1 (stereo unspecified)
→ 4% | i | -2% | 7% | -3% | 2% | 0% | 4% | -13
39. CCN(Cc1nc2ccccc2c(=O)[nH]1)C(=O)c1cc2c(s1)CCCCC2
→ 0% | i | -14% | ? | 2% | 3% | 3% | ? | 43
40. O=C(Cc1cccc(NC(=O)C2CCCN(C(=O)C3CCCCC3)C2)c1)Nc1ccc(C(=O)N2CCOCC2)cc1 (stereo unspecified)
→ 0% | i | 6% | 5% | 7% | ? | 10% | 8% | -20
41. Cc1nnc(SCCC(=O)Nc2nc(-c3ccccc3)ns2)s1
→ -12% | / | / | -15% | -3% | -12% | 1% | 25% | 14
42. COc1ccc(NC(=S)N(CCC(C)C)C2CCN(C(C)=O)CC2)cc1
→ 12% | i | -7% | 8% | 6% | -25% | 1% | 0% | 0
43. Cc1cc(Br)cn2c(Cc3cccc(Cl)c3)c(-c3ccco3)nc12
→ ? | ? | -3% | 0% | ? | / | ? | / | -2
